Compound activity as filed in PubChem.
Anesthetic bind – qHTS Assay for Identification of Novel General Anesthetics; Ferritin light chain (Equus caballus), P02791; apoferritin/1-aminoanthracene competitive binding, fluorescence; Potency, µM (doses to about 77.5 µM), without a hit: at the top dose activity change, negative = displacement, hits mostly inhibitors; actives 0.074% (n = 350,000); AID 485281, 2010; further: potency means the concentration at half of the fitted maximal effect; on the % scale 0 is the no-effect control and ±100 the full control effect; nearly all actives have a fitted effect of over 20% in size
Target sequence (P02791 2-175 limits assumed): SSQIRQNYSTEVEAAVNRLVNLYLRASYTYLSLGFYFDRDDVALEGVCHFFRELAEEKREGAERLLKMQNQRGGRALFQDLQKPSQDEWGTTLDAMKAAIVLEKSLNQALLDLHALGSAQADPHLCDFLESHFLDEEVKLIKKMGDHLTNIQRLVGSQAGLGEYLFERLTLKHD
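In PBS, apoferritin at 10 uM is loaded with 1-AMA from a 50% saturated solution. After 10 min of compound exposure at ambient temperature, reduced 535 nm fluorescence indicates probe displacement.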
GRP78 ERSR act – qHTS for Inducers of the Endoplasmic Reticulum Stress Response (ERSR) in Human Glioma: qHTS; U87-MG GRP78 promoter luciferase reporter, 16 h; Potency, µM, inactives show at the top dose activation, actives largely listed as activators; actives 0.02% (n = 420,000); further: potency means the concentration at half of the fitted maximal effect; series mostly up to about 76 µM; % of control where 0% means no effect; nearly all actives have a fitted effect of over 35% in size
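Stably transfected U87-MG glioma cells carrying a GRP78-based luciferase sensor; 16 h compound incubation. Luminescence end-point read 10 min after Bright-Glo addition at room temperature.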
POLH inh – qHTS for Inhibitors of Polymerase Eta. actives 1.2% (n = 390,000). recombinant Pol eta, fluorescent DNA replication assay. DNA polymerase eta (Homo sapiens), Q9Y253. Potency, µM (doses to about 114 µM), for inactives: top-dose activity change, negative = inhibition, most hits filed as inhibitors; further: potency means the concentration at half of the fitted maximal effect; on the % scale 0 is the no-effect control and ±100 the full control effect
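Pol eta (10 nM) was preincubated with compounds for 15 min at room temperature, after which fluorescent replication substrate (50 nM final) was added to start the reaction. Fluorescence was read kinetically at 0 and 10 min.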
BLM helicase inh – qHTS Assay for Inhibitors of Bloom's syndrome helicase (BLM); RecQ-like DNA helicase BLM (Homo sapiens), P54132; recombinant BLM DNA unwinding, fluorescence dequenching; Potency, µM (highest dose often 56.1 µM), inactives show top-dose activity change, negative = inhibition, most hits filed as inhibitors; actives 0.2% (n = 350,000);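 further: potency means the concentration at half of the fitted maximal effect; plate controls were vehicle for no effect and no enzyme for full effect; nearly all actives have a fitted effect of over 35% in size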
POLB inh – qHTS Assay for Inhibitors of DNA Polymerase Beta; Pol beta primer extension/strand displacement, fluorescence kinetic; actives 1.3% (n = 340,000); P06746; Potency, µM (doses to about 114 µM), without a hit: at the top dose activity change, negative = inhibition, most hits filed as inhibitors; further: potency means the concentration at half of the fitted maximal effect; on the % scale 0 is the no-effect control and ±100 the full control effect
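Preincubation: enzyme (10 nM) with compound, 15 min, RT. Reaction: substrate added to 50 nM final. Reads: 0 and 10 min. Analysis: normalized, Hill fit.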
Pol iota inh – qHTS for Inhibitors of Polymerase Iota; AID 588590, 2011; Pol iota fluorescent replication assay, 10 min; Potency, µM (highest dose often 115 µM), for the others: at the top dose activity, negative = inhibition, hits mostly inhibitors; actives 1% (n = 390,000); further: potency means the concentration at half of the fitted maximal effect
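Fluorescent replication assay read twice, at 0 min and 10 min after adding 50 nM (final) substrate. Enzyme (10 nM) and compounds were first incubated 15 min at room temperature; enzyme-free buffer wells were negative controls.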
POLK inh – qHTS for Inhibitors of Polymerase Kappa; DNA polymerase kappa (Homo sapiens), Q9UBT6; purified Pol kappa, fluorescent DNA synthesis assay, 10 min; Potency, µM (top dose mostly 107 µM), for the others: top-dose activity, negative = inhibition, actives largely listed as inhibitors; actives 0.53% (n = 400,000); AID 588579, 2011; further: potency means the concentration at half of the fitted maximal effect; on the % scale 0 is the no-effect control and ±100 the full control effect
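Kinetic fluorescence screen: compound preincubated 15 min RT with 10 nM enzyme; 50 nM substrate (final) initiates; reads at 0/10 min.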
APEX1 inh – qHTS Assay for Inhibitors of the Human Apurinic/apyrimidinic Endonuclease 1 (APE1); actives 0.35% (n = 350,000); Potency, µM (series often up to 65.8 µM), without a hit: at the highest dose activity change, negative = inhibition, actives largely listed as inhibitors; recombinant APE1, TAMRA/BHQ-2 abasic DNA cleavage fluorescence; DNA repair nuclease/redox regulator APEX1 (Homo sapiens), P27695;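 further: potency means the concentration at half of the fitted maximal effect; plate controls were vehicle for no effect and reference inhibitor for full effect; nearly all actives have a fitted effect of over 55% in size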
Target sequence (P27695 whole entry, looked up): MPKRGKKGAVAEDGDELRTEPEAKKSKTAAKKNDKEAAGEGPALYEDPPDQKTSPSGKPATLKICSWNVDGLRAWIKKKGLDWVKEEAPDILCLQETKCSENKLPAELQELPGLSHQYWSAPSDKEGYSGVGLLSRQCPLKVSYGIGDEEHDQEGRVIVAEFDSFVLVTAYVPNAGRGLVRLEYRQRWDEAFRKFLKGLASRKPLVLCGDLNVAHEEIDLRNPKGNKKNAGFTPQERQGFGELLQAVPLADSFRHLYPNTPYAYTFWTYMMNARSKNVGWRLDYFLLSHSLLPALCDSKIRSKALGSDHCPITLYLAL
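Activity was derived from the fluorescence gain between first and third kinetic reads (60 s intervals, ex 525/em 598 nm) after 50 nM THF-abasic TAMRA/BHQ-2 duplex was added to 0.75 nM APE1 preincubated 15 min with compound.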
LDHA block – qHTS assay for inhibitors of human lactate dehydrogenase. L-lactate dehydrogenase A chain (Homo sapiens), P00338. purified LDHA, NADH/diaphorase-resazurin fluorescence; stronger effect = lower value. activity change, % (values are at about 110 or 230 µM). actives 0.15% (n = 480,000). AID 1347041, 2019; in the data active means activity change below about -30%; inconclusive means mostly about -25% to -30%;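 further: plate controls were DMSO wells for no effect and wells without enzyme for full effect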
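Enzyme activity of human lactate dehydrogenase 5 (2 nM; 0.06 mM NADH, 0.2 mM pyruvate, 5 min, RT) is measured via a resazurin/diaphorase fluorescence readout of residual NADH.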
An asterisk follows results filed as active; ? = inconclusive; / = not tested or not shown; & = joins results of further samples; [ ] = another dose, or the depositor's remark. Unless noted, the call rests on the fitted dose curve; in most records, active means well fitted curve in the direction sought with a large enough effect; inconclusive means small, poorly fitted or top-dose-only effect, or another doubt; inactive means no such curve, though single readings can be large; an effect the other way counts as inactive or inconclusive.

SMILES	Anesthetic bind	GRP78 ERSR act	POLH inh	BLM helicase inh	POLB inh	Pol iota inh	POLK inh	APEX1 inh	LDHA block
CCc1ccc(NC(=O)CSc2nc(-c3ccccc3Cl)nc3c2Cc2c(CO)cnc(C)c2O3)cc1	-2%	-4%	-12%	2%	32%	-1%	-6%	/	0
CCC(NC(=O)c1cc(COc2ccc(F)cc2Cl)on1)c1ccncc1 (stereo not given)	?	-1%	-1%	-4%	9%	12%	1%	0%	2
COCCNCC(=O)NC12CC3CC(CC(C3)C1)C2	?	-4%	9%	3%	11%	10%	-3%	0%	-2
COc1cc(N=c2ssnc2Cl)cc(OC)c1OC	?	-4%	-11%	0%	10%	?	-6%	0%	-2
Cc1nnc(Nc2ccccc2)n(N)c1=O	-1%	-5%	-6%	-2%	?	7%	-6%	-2%	-3
CC(=O)c1sc(NC(=O)c2cccc(C)c2)nc1C	-14%	-9%	-14%	2%	10%	135%[activator]	-11%	0%	-5
CCN(CC)CCN(C(=O)CCOc1ccccc1)c1nc2ccc(F)cc2s1	-6%	-2%	-12%	-1%	-1%	-2%	10%	-1%	-2
CC(C)(C)c1ccc(S(=O)(=O)NCc2ccc(C(=O)NCC3CCCO3)cc2)cc1 (stereo not given)	-9%	-5%	-8%	-4%	7%	-12%	5%	10%	1
CCOc1ccc(S(=O)(=O)Nc2cccc(-c3ccc(OCC)nn3)c2)cc1	-17%	-1%	-7%	-4%	?	-9%	-21%[60.1 µM]	/	2
C[n+]1cccc(C(=O)NCC2CCCO2)c1 (stereo not given)	2%	-2%	-27%	0%	25%	-6%	2%	-4%	-17
O=C(N/N=C/c1ccc(O)cc1)c1cc[n+](Cc2ccccc2)cc1	-10%	-2%	-6%	1%	-7%	131%[activator]	-1%	-3%	5
CCOC(=O)c1cn(Cc2ccccc2)nn1	-2%	-1%	-16%	-5%	-1%	22%	-4%	2%	-3
CSc1cccc(NC(=O)c2ccccc2N(C)S(C)(=O)=O)c1	-6%	-5%	-9%	-3%	4%	11%	1%	-6%	-4
CCc1ccc2c(c1)[C@]1(C(=O)N2)[C@@H]2C(=O)N(Cc3ccccc3)C(=O)[C@@H]2[C@@H]2CCCN21	-19%	2%	-4%	-7%	8%	5%	-25%	-5%	1
O=C1CN(C(=O)NCC(=O)N2CCCC2)c2ccccc2N1	-1%	-4%	-20%	1%	1%	37%	-9%	-17%	-4
COc1cccc(C(=O)N2CCN(Cc3ccccc3[N+](=O)[O-])CC2)c1	2%	-1%	-3%	-1%	-1%	1%	-5%	-3%	-24
Cc1cc(=O)c2ccccc2[nH]1	-4%	-1%	-5%	0%	4%	-19%	-5%	-2%	-12
C[C@@H](O)C(C(=O)N1CCNCC1)n1cc([C@@H](N)CCCCN)nn1 (stereo not given in full)	/	-4%	-20%	/	/	?	3%	10%	-3
COc1ccc(CN2CCC(n3nccc3NC(=O)c3cccc(F)c3)CC2)cc1O	-6%	-2%	-18%	2%	37%	8%	-4%	14%	1
CCCC1(C(=O)O)NC(c2cccc(OC)c2O)C2C(=O)N(c3ccccc3)C(=O)C21 (stereo not given)	-1%	-5%	-5%	-6%	-11%	-5%	-2%	-8%	3
CC(C)(C)c1cc(-c2ccco2)c(C#N)c(SCC#N)n1	5%	-11%	-18%	-2%	4%	10%	-4%	-1%	-2
Oc1cccc(C=NNc2ccccn2)c1	/	5%	-8%	/	/	26%	-4%	/	7
O=C1NCCN(Cc2cccc(Oc3ccccc3)c2)C1CC(=O)N1CCCO1 (stereo not given)	-2%	-2%	-3%	-10%	-2%	10%	-7%	4%	0
Cn1cc(NC(=O)Nc2ccc(C(F)(F)F)cc2)c(C(F)(F)F)n1	-11%	-1%	-7%	-7%	-1%	-26%	-1%	-9%	-5
CC1CCN(c2nc(-c3ccncc3)nc3ccccc23)CC1	?	-1%	-3%	-3%	19%	3%	-15%	-2%	3&-8
C/C(=N/NC(=O)c1ccc(NC(=O)c2ccc(F)cc2)cc1)c1ccccc1	-20%	-3%	-4%	-4%	-36%	-2%	6%	-5%	-3
O=C(CNCC1CCCO1)Nc1ccccc1-n1cccc1 (stereo not given)	-5%	-1%	-15%	4%	-5%	25%	-5%	-1%	?
COc1ccc(-n2nc(C(=O)NCC(=O)N3CCCCCC3)c3ccccc3c2=O)cc1Cl	3%	2%	-16%	-7%	0%	25%	-12%	57%	2
Cc1ccc(C(c2sc3nc(-c4ccco4)nn3c2O)N2CCCCC2)cc1 (stereo not given)	-12%	4%	-10%	-1%	3%	36%[activator]	-7%[60.1 µM]	/	6
COc1ccccc1C(=O)Nc1ccc2c(c1)n(C)c(=O)n2C	-6%	2%	-12%	-2%	2%	11%	-18%	7%	-9

Part of the list above, reduced to POLK inh and Anesthetic bind:
SMILES	POLK inh	Anesthetic bind
C/C(=N/NC(=O)c1ccc(NC(=O)c2ccc(F)cc2)cc1)c1ccccc1	6%	-20%
O=C(CNCC1CCCO1)Nc1ccccc1-n1cccc1 (stereo not given)	-5%	-5%

Further entries follow.
SMILES	Anesthetic bind	GRP78 ERSR act	POLH inh	BLM helicase inh	POLB inh	Pol iota inh	POLK inh	APEX1 inh	LDHA block
COc1cc(CN(C(=O)c2ccccc2[N+](=O)[O-])c2ccccn2)cc(OC)c1OC	2%	3%	-17%	0%	-25%	36%[activator]	-3%	/	-3
O=[N+]([O-])c1ccccc1CCc1ccccc1[N+](=O)[O-]	/	0%	1%	/	/	24%	-11%	/	27
Cc1cc(C)n(-c2ccc(C(=O)Nc3ccccc3N3CCOCC3)cc2)n1	-19%	-2%	-7%	1%	9%	-10%	-1%	-5%	-5
CC1CCN(CC(=O)Nc2sc3c(c2C#N)CCC3)CC1	-6%	-3%	-11%	-3%	-1%	2%	-8%	12%	-4
CN1C2CCC1/C(=C\c1ccccc1)C(=O)/C2=C\c1ccccc1	-18%	-11%	4%	-4%	10%	26%	-10%	-3%	5
CSc1ccccc1OCc1cc(C(=O)N(C)CCc2c(C)n[nH]c2C)no1	-9%	-4%	1%	2%	5%	6%	-17%	-13%	1
CCCn1c(SCC(=O)NNC(=O)c2ccc(OC)cc2)nnc1C(C)C	5%	-3%	-8%	-1%	-11%	100%[activator]	-12%	13%	-4
Cc1nn(C)c(C)c1NS(=O)(=O)c1c(C)n[nH]c1C	/	-4%	-5%	/	/	38%[activator]	-14%	-3%	-5
COc1cc(C(=O)ON=C2C3CC4CC(C3)CC2C4)cc(OC)c1OC	-2%	4%	0%	-5%	0%	3%	-9%[60.1 µM]	4%	-1
Cc1ccc(-c2cc3nc(C)cc(NCc4ccco4)n3n2)cc1	-4%	9%	-24%	-6%	?	-15%[58.9 µM]	-13%	-4%	6
CC(O)c1nc2ccccc2n1CCOc1ccccc1 (stereo not given)	0%	-3%	-16%	-10%	10%	9%	8%	-1%	0
Cc1nc2nc(SCc3c(F)cccc3Cl)nn2c(C)c1Cc1ccccc1	-2%	6%	-17%	-6%	36%	15%	-8%[60.1 µM]	/	-17
N#C/C(=C\c1cn[nH]c1-c1ccc(Cl)cc1)C(=O)NCc1ccccc1	?	-5%	-9%	-10%	-13%	14%	-4%	1%	8
CC1(C(=O)NNC(=O)c2ccc(=O)oc2)CC1Br (stereo not given)	1%	2%	20µM*	0%	?	?	?	5%	3
Cc1ccc(C(=O)NNC(=O)c2csc(N3CCOCC3)n2)o1	/	-6%	-10%	/	/	-14%	-3%	-14%	1
Cc1ccc(NC(=O)CNCC(c2ccccc2)N(C)C)cc1F (stereo not given)	-2%	-3%	-6%	3%	4%	?	-9%	-10%	?

Among those listed so far, 7 contain fluorine.
SMILES	Anesthetic bind	GRP78 ERSR act	POLH inh	BLM helicase inh	POLB inh	Pol iota inh	POLK inh	APEX1 inh	LDHA block
CCC(NC(=O)c1cc(COc2ccc(F)cc2Cl)on1)c1ccncc1 (stereo not given)	?	-1%	-1%	-4%	9%	12%	1%	0%	2
CCN(CC)CCN(C(=O)CCOc1ccccc1)c1nc2ccc(F)cc2s1	-6%	-2%	-12%	-1%	-1%	-2%	10%	-1%	-2
COc1ccc(CN2CCC(n3nccc3NC(=O)c3cccc(F)c3)CC2)cc1O	-6%	-2%	-18%	2%	37%	8%	-4%	14%	1
Cn1cc(NC(=O)Nc2ccc(C(F)(F)F)cc2)c(C(F)(F)F)n1	-11%	-1%	-7%	-7%	-1%	-26%	-1%	-9%	-5
C/C(=N/NC(=O)c1ccc(NC(=O)c2ccc(F)cc2)cc1)c1ccccc1	-20%	-3%	-4%	-4%	-36%	-2%	6%	-5%	-3
Cc1nc2nc(SCc3c(F)cccc3Cl)nn2c(C)c1Cc1ccccc1	-2%	6%	-17%	-6%	36%	15%	-8%[60.1 µM]	/	-17
Cc1ccc(NC(=O)CNCC(c2ccccc2)N(C)C)cc1F (stereo not given)	-2%	-3%	-6%	3%	4%	?	-9%	-10%	?

These rows are one share of the data; the hit share may differ from the screen's.
